# SRC1 TRFRET art – flags TR-FRET format artefacts in PPARgamma SRC-1 recruitment agonist screen | 99,000 compounds, 0.34% hits | AID 1051 | TR-FRET detection artefact counter-screen, emission ratio; stronger effect = higher value | TR-FRET ratio at 8 µM; in the data active = TR-FRET ratio above about 2300; note: inactives centre near 1800; reference of the scale not given here
# SRC3 TRFRET art – counter-screen for PPARgamma SRC-3 recruitment agonists: TR-FRET artefact; TR-FRET ratio at 8 µM; 99,000 compounds, 0.39% hits; PPARgamma/SRC-3 format; stronger effect = higher value; in the data active = TR-FRET ratio above about 2000; note: inactives centre near 1600; reference of the scale not given here
# Starred values were filed as active, the others as inactive; & = joins results of further samples.
# Under each structure – SRC1 TRFRET art	SRC3 TRFRET art
> CCOC(=O)c1c(NC(=O)C2CC=CCC2C(=O)O)sc(C)c1CC (stereo unspecified)
 : 1995	1864
> COc1ccc(/C=C2\SC(=O)N(CCNC(=O)C3CC4C=CC3C4)C2=O)cc1 (stereo unspecified)
 : 1831	1457
> COc1ccc(Cc2[nH]n3c(=O)c(Cl)c(C)nc3c2-c2ccccc2)cc1
 : 1456	1562
> O=C(O)/C=C/c1cccc(OCc2ccccc2)c1
 : 1807	1500
> O=C(CSc1nnc(SCc2ccccc2Cl)s1)N/N=C/c1c[nH]c2ccccc12
 : 2037	1599
> COCCCNC(=O)/C(C#N)=c1\s/c(=C\c2ccccc2OC(F)F)c(=O)n1CCCOC
 : 1959	1716
> COCCOC(=O)C1=C(N)OC2=C(C(=O)CCC2)C1c1cccnc1 (stereo unspecified)
 : 1827	1531
> COC(=O)C1NN=C(C(=O)c2ccc(Br)cc2)C1c1cccc(Br)c1 (stereo unspecified)
 : 1864	1561
> OCCCc1nc2ccccc2[nH]1
 : 1895	1672
> CC(C)(C)NC(=O)CSc1nc(N)c(-c2ccccc2)c(=O)[nH]1
 : 1750	1542
> O=C(CN1C(=O)c2ccccc2C1=O)NCc1ccccn1
 : 1865	1545
> O=C(O)CC(NC(=O)C(F)(F)F)c1ccc2c(c1)OCO2 (stereo unspecified)
 : 1653	1575
> NS(=O)(=O)c1ccc(N/N=C/c2ccccc2Br)cc1
 : 1620	1436
> CCn1c(SCC(=O)c2ccccc2)nc2c(c1=O)SC(C)C2 (stereo unspecified)
 : 1713	1529
> CC1CCN(c2ccccc2NC(=O)c2ccc(C#N)cc2F)CC1
 : 2097	1536
> c1ccc(-c2cc3nccc(-c4ccccn4)n3n2)cc1
 : 1912	1696
> CCOC(=O)c1c(NC(=S)NC(=O)/C=C/c2cccs2)sc(C)c1C
 : 1754	1605
> O=[n+]1cc(-c2ccc(Cl)cc2)n([O-])c2c1CCCCC2
 : 1451	1534
> Fc1ccc(N2CCN(Cc3cnc(N4CCOCC4)s3)CC2)cc1
 : 1997	1542
> O=C(CSc1nc(-c2ccc(F)cc2)cc(C(F)(F)F)n1)Nc1ccc2c(c1)OCO2
 : 1701	1529
> O=C(NCCCl)Nc1cccc(Br)c1
 : 2081	1661
> CCC(C)[C@H](NC(=O)OC(C)(C)C)C(=O)N/N=C/c1ccc2cc(OC)ccc2n1 (stereo partly specified)
 : 2116	1781
> C/C(=N\NC(=O)CSc1nc2ccccc2o1)c1ccc(O)cc1
 : 1747	1517
> COc1ccccc1N1C(=O)S/C(=C\c2cc(C)n(C)c2C)C1=O
 : 1792	1669
> Cc1cc(Cl)ccc1OC(C)C(=O)Nc1ccc([N+](=O)[O-])cn1 (stereo unspecified)
 : 2044	1724
> Cc1ccc(CNc2ncnc(N)c2[N+](=O)[O-])cc1
 : 1882	1624
> CCOc1ccc(NC(=O)c2nn(-c3ccc(OC)cc3OC)c(=O)c3ccccc23)cc1
 : 1894	1527
> O=C(CSCc1ccc(Cl)cc1)NCCSCc1ccco1
 : 1621	1651
> CCNC(=S)NCc1ccco1
 : 2183	1691
> C=CCn1c(Cc2ccccc2)n[nH]c1=S
 : 1566	1521
> O=C(NCc1ccccn1)C1CC(c2ccccc2Cl)=NO1 (stereo unspecified)
 : 1955	1697
> NC(=O)c1ncn([C@@H]2O[C@H](CO)[C@@H](O)[C@H]2O)c1O
 : 1897	1803
> O=C(Nc1ccc2nc3ccccc3nc2c1)c1ccc(Br)cc1
 : 1652	1665
> Cc1cccnc1CCNC(=O)CC1C(=O)NCCN1CC1CCCCC1 (stereo unspecified)
 : 1814	1645
> Cc1ccc(CN2CCC(N3CCC(C(=O)NCC4CCCO4)CC3)CC2)o1 (stereo unspecified)
 : 1710	1581
> Cc1ccc(C(=O)NC(=S)Nc2ccc(CN3CCCCC3)cc2)c(C)c1
 : 1753	1418
> Cc1cc(C(F)(F)F)n2nc(C)c(-c3ccc(Cl)cc3)c2n1
 : 1766	1549
> CC(C)=NNC(=O)CN1C(=O)NC2NC(=O)NC21 (stereo unspecified)
 : 1760	1693
> O=C(O)c1cccc(N/N=C/c2ccc(F)c(F)c2)c1
 : 1636	1622
> O=c1c2ccccc2nc(SCc2ccccc2F)n1C1CCCC1
 : 1802	1255
> O=C(CCc1[nH]c2ccccc2c1Sc1ccccc1)NCCO
 : 1559	1682
> CC(=O)N1CC2(c3ccccc3)CN(C(C)=O)CC(c3ccccc3)(C1)C2=O
 : 2013	1524
> Cc1cc(=O)oc2cc(OCC(=O)N/N=C/c3ccccc3[N+](=O)[O-])ccc12
 : 1627	1444
> Cc1cccc(S(=O)(=O)Nc2ccc(-c3cn4ccccc4n3)cc2)c1
 : 1811	1649
> N#Cc1c(-c2cccs2)nc(SCc2ccc(Cl)cc2)[nH]c1=O
 : 3031*	2717*
> CN(Cc1ccccc1)C(=O)c1nn2cccnc2c1Cl
 : 1480	1754
> CCC(CC)C(=O)c1c[nH]c(C(=O)NCc2cccnc2)c1
 : 1810	1607
> O=C(c1cccc([N+](=O)[O-])c1)N1CCN(c2ccccn2)CC1
 : 1933	1667
> COc1ccccc1CC(NC(C)=O)C(=O)NC1CCN(C(=O)c2ccc([N+](=O)[O-])cc2)CC1 (stereo unspecified)
 : 1721	1435
> O=C(COc1ccc2ccccc2c1)NNC(=O)c1cnccn1
 : 1722	1597

# The results go on:
# Under each structure – SRC1 TRFRET art	SRC3 TRFRET art
> CCCCCCOc1ccc(C(CC(N)=O)C(=O)O)cc1 (stereo unspecified)
 : 1910	1610
> O=C(CCc1ccccc1)N1CCN(c2ccc(F)cc2)CC1
 : 1641	1500
> CCOC(=O)N1CCN(C(=O)C2CCN(C(=O)c3cc4sccc4n3CC)CC2)CC1
 : 1461	1515
> COc1cnc(-c2ccccn2)nc1Oc1ccc(F)cc1F
 : 1997	1542
> O=[N+]([O-])c1cc2oc3c(c2c(C=NCc2ccccc2)c1O)CCCC3
 : 2103	1650
> CC1CCC(C(C)C)C(OC(=O)Cn2c(-c3ccccc3)[n+](C)c3ccccc32)C1 (stereo unspecified)
 : 1843&1619	1560&1693
> Cc1cc(C)c(C(=O)OCC(=O)NCc2cccs2)c(C)c1
 : 1610	1532
> CC1(C)C(=O)Nc2ccccc2N1C(=O)COC(=O)c1cc([N+](=O)[O-])ccc1N
 : 1853	1531
> CCCc1nc2c(sc3nc4c(cc32)COC(C)(C)C4)c(=O)o1
 : 1560	1687
> CC(=O)N1CCN(Cc2nc3cc(NC(=O)c4ccccc4Cl)ccc3n2C)CC1
 : 1750	1637

# Continued, starting with the last 2 of the part before.
# Under each structure – SRC1 TRFRET art	SRC3 TRFRET art
> CCCc1nc2c(sc3nc4c(cc32)COC(C)(C)C4)c(=O)o1
 : 1560	1687
> CC(=O)N1CCN(Cc2nc3cc(NC(=O)c4ccccc4Cl)ccc3n2C)CC1
 : 1750	1637
> Cc1ncoc1C(=O)N1CCc2c([nH]c3ccccc23)C1C(C)(C)C (stereo unspecified)
 : 1730	1592
> O=C(OCc1cccc([N+](=O)[O-])c1)c1cnccn1
 : 1800	1403
> COc1c(C)cc(Br)cc1C(=O)Nc1ccccc1C
 : 1440	1520
> O=C(NNS(=O)(=O)c1ccc(F)cc1)c1sccc1-n1cccc1
 : 1796	1559
> CCn1c(SCC(=O)Nc2ccc(-c3nc4ccc(C)cc4s3)cc2)nnc1-c1ccccc1
 : 1919	1766
> COc1ccc(S(=O)(=O)N2c3ccccc3OCC2C)cc1 (stereo unspecified)
 : 1818	1807
> Cc1cc(/C=C2\NC(=S)N(C)C2=O)ccc1N1CCCC1
 : 2197	1864
> CC(Oc1cccc(Cl)c1)C(=O)NCc1ccc(S(N)(=O)=O)cc1 (stereo unspecified)
 : 1804	1407
> Cc1ccccc1NC(=O)COC(=O)c1ccc(S(C)(=O)=O)c([N+](=O)[O-])c1
 : 1659	1501
> COc1ccc(Nc2nnc(SCC(=O)NC(=O)Nc3ccc4c(c3)OCCO4)s2)cc1
 : 1988	1669
> NS(=O)(=O)c1ccc(CCNC(=O)CN2CCN(c3ccc(F)cc3)CC2)cc1
 : 2003	1693
> O=C(COc1cccnc1[N+](=O)[O-])NCCc1ccc(Cl)cc1
 : 1902	1655
> CCOP(=O)(C1=C(O)C(=O)C(C(C)(C)C)=CC1=O)c1ccccc1 (stereo unspecified)
 : 1437	1493
> COc1ccc2nc(NC(=O)C3CCN(S(=O)(=O)c4cnc[nH]4)CC3)sc2c1
 : 1391	1825
> Cc1cccc(N(C(=O)c2nsc(Cl)c2Cl)C(C(=O)NC2CCCC2)c2ccc(O)cc2)c1 (stereo unspecified)
 : 1795	1579
> CC(CC(=O)C1C(C)C=CCC1(C)C)NNC(N)=O (stereo unspecified)
 : 1514	1378
> O=C(CSc1nnnn1-c1ccccc1)Nc1ccc(N2CCOCC2)cc1
 : 1791	1677
> O=C(c1ccc(Cl)c(Cl)c1)N1CCC(=O)N(C(COCc2ccccc2)Cc2ccccc2)CC1 (stereo unspecified)
 : 1733	1686
> O=C(NNS(=O)(=O)c1cccc(Cl)c1Cl)c1cccc(S(=O)(=O)N2CCOCC2)c1
 : 1872	1615
> CCc1nc2ccccc2c(C(=O)OC2CCCCC2=O)c1C (stereo unspecified)
 : 2062	1707
> CC1(C)CC2(CC(C)(C)N1)OC(=O)N1CCc3ccccc3C12C (stereo unspecified)
 : 1653	1580
> Cc1ccc(NC(=O)C(NCc2ccccn2)c2ccccc2)cc1 (stereo unspecified)
 : 1784	1610
> CCCn1c(SCC(=O)N2CCCC(C)C2)nnc1-c1cccnc1 (stereo unspecified)
 : 1772	1763
> O=C(O)C1Cc2ccccc2CN1C(=O)COc1ccc(Cl)cc1Cl (stereo unspecified)
 : 1777	1502
> COc1ccc(-c2csc(-c3ccc(C(=O)O)cc3)n2)cc1
 : 1605	1630
> Cc1cc(C(=O)OCC(=O)Nc2ccc(S(N)(=O)=O)cc2)c2ccccc2n1
 : 1612	1435
> O=C(NCc1ccccc1Cl)C1CCN(C(=O)c2sccc2-n2cccc2)CC1
 : 1550	1158
> COc1cccc(NC(=S)NN=C2CCC(C(C)(C)C)CC2)c1 (stereo unspecified)
 : 1857	1573
> CCn1c(C)nc2cc(C#N)ccc21
 : 1781	1638
> COc1ccccc1OCC(=O)OCn1c(SC)nnc(C)c1=O
 : 2148	1611
> Cn1cccc1Cc1nnc(SCC(=O)Nc2cccc(F)c2)n1CCc1ccccc1
 : 2051	1782
> Cc1cnc(C(=O)Nc2cc(S(=O)(=O)N3CCOCC3)ccc2N2CCN(C)CC2)cn1
 : 1775	1450
> CC(=O)Nc1nc(SCC(=O)NCc2ccc(F)cc2)[nH]c(=O)c1NC(=O)c1cccs1
 : 1813	1717
> O=C(O)Cc1csc(-c2cccc(F)c2)n1
 : 1639	1447
> O=C(CNC(=O)c1ccccc1Cl)OCC(=O)N1CCc2ccccc21
 : 1735	1422
> COc1ccc(NC(=O)CCSCCc2ccccn2)cc1OC
 : 1616	1783
> CCOC(=O)NC(=O)C(=CNc1ccccc1OC)C(=O)NC(=O)OCC
 : 1888	1423
> NC(=O)c1cccc(N=Cc2cc(Cl)cc(Cl)c2O)c1
 : 1765	1514
> CC(C)C(NC(=O)CNC(=O)OC(C)(C)C)C(=O)NCc1ccc(Cl)cc1 (stereo unspecified)
 : 1770	1353
> Cc1nnc(SCCCCSc2nnc(C)c(=O)[nH]2)[nH]c1=O
 : 1959	1230
> CC1CCN(C(=S)c2cn(Cc3cccc(F)c3)c3ccccc23)CC1
 : 2133	1575
> CCCS(=O)(=O)Nc1ccc2cn[nH]c2c1
 : 1853	1609
> O=C(Nc1ccc2c(c1)OCCO2)c1coc2ccccc2c1=O
 : 1779	1562
> Cc1ccc(S(=O)(=O)N2CCC(C(=O)NNC(=O)c3ccc(F)cc3)CC2)cc1
 : 1772	1561
> S=C(c1ccc(-c2ccccc2Cl)o1)N1CCOCC1
 : 1838	1451
> CCCCCC(O)CCC(=O)NNC1=CC(=O)CC(C)(C)C1 (stereo unspecified)
 : 1906	1714
> Cc1cccc(/C=N/c2sc3c(c2C(=O)OC(C)(C)C)CCN(C)C3)c1O
 : 1957	1739
> O=C(COc1ccccc1C(=O)NCC1CCCO1)Nc1ccc(Cl)cc1Cl (stereo unspecified)
 : 1794	1609
> O=C(O)c1ccc(Cn2cnc3sc4c(c3c2=O)CCCC4)cc1
 : 1727	1462
> COCC(=O)N=Nc1c(O)[nH]c2ccccc12
 : 1651	1410

# As entered above:
# Cc1ccc(S(=O)(=O)N2CCC(C(=O)NNC(=O)c3ccc(F)cc3)CC2)cc1 in SRC3 TRFRET art is entered as 1561
# O=C(Nc1ccc2c(c1)OCCO2)c1coc2ccccc2c1=O in SRC1 TRFRET art is entered as 1779

# The listing continues.
# Under each structure – SRC1 TRFRET art	SRC3 TRFRET art
> COc1ccc(N2CCN(CC(=O)Nc3cccc(S(=O)(=O)N4CCOCC4)c3)CC2)cc1
 : 1645	1573
> Cc1cc(NC(=O)CCC(=O)N(c2ccc(F)cc2)C(C(=O)NC2CCCC2)c2ccc(C)o2)no1 (stereo unspecified)
 : 1725	1450
> S=C(NCc1ccccc1)NC1CCCc2ccccc21 (stereo unspecified)
 : 1889	1517
> Cc1ccc(N2CC(O)(c3cccs3)[N+]3=C2CCCC3)cc1 (stereo unspecified)
 : 1571	1508
> COc1ccc(Cn2c(CCC(=O)Nc3ccccc3OC)nc3cccnc32)cc1
 : 1760	1549
> CCC(C)N(C)Cc1cccc(C2(O)CCN(S(=O)(=O)c3ccc(F)c(C)c3)CC2)c1 (stereo unspecified)
 : 1969	1671

# Reprinted at random: five records from the list.
# Under each structure – SRC1 TRFRET art	SRC3 TRFRET art
> Cc1cc(NC(=O)CCC(=O)N(c2ccc(F)cc2)C(C(=O)NC2CCCC2)c2ccc(C)o2)no1 (stereo unspecified)
 : 1725	1450
> COc1ccc(Cn2c(CCC(=O)Nc3ccccc3OC)nc3cccnc32)cc1
 : 1760	1549
> S=C(NCc1ccccc1)NC1CCCc2ccccc21 (stereo unspecified)
 : 1889	1517
> CCC(C)N(C)Cc1cccc(C2(O)CCN(S(=O)(=O)c3ccc(F)c(C)c3)CC2)c1 (stereo unspecified)
 : 1969	1671
> Cc1ccc(N2CC(O)(c3cccs3)[N+]3=C2CCCC3)cc1 (stereo unspecified)
 : 1571	1508
